GPR55 beta-arrestin = GPR55 agonists via beta-arrestin recruitment, primary screen, imaging, U2OS cells, beta-arrestin-GFP redistribution (AID 1961); U2OS GPR55 beta-arrestin-GFP redistribution imaging; higher % means a stronger effect; one-dose activation, % at 10 µM; EC50 in µM for titrated hits; hit rate 0.048% among 290,000;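 active means activation above 40% with more than 50 cells counted in the well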;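 further: U2OS osteosarcoma cells stably expressing GPR55 and beta-arrestin-GFP; plate controls were DMSO negative control for no effect and LPI positive control for full effect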
NOD2 inhibition = NOD2 signaling inhibitors, cell-based, luminescence, uHTS, HEK293 (AID 1566); inhibition, % at 4 µM, or EC50 in µM where a hit was titrated; HEK293 NOD2/NF-kB luciferase reporter, luminescence; higher % means a stronger effect; hit rate 0.63% among 290,000; further: many of its hits are not listed in these tables
KOR beta-arrestin-1 = KOR antagonists, beta-arrestin recruitment, cell-based, luminescence, uHTS (AID 1778); one-dose inhibition, % at 10 µM; IC50 in µM for titrated hits; hit rate 0.091% among 290,000; KOR beta-arrestin recruitment, luminescence, antagonist mode; higher % means a stronger effect; further: strong numbers were not always called active
NTR1 agonist = NTR1-driven beta-arrestin-GFP spot formation – imaging, U2OS cells, high content, primary screen (AID 493036); P30989; agonist mode; activation, % at 20 µM; hit rate 0.17% among 330,000;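 active means activation at or above 40% of the spot to cytoplasm intensity ratio, with at least 20 cells analyzed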;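 further: 0% = DMSO without peptide and 100% = 100 nM NTR1 peptide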
Target sequence (P30989 whole entry, looked up): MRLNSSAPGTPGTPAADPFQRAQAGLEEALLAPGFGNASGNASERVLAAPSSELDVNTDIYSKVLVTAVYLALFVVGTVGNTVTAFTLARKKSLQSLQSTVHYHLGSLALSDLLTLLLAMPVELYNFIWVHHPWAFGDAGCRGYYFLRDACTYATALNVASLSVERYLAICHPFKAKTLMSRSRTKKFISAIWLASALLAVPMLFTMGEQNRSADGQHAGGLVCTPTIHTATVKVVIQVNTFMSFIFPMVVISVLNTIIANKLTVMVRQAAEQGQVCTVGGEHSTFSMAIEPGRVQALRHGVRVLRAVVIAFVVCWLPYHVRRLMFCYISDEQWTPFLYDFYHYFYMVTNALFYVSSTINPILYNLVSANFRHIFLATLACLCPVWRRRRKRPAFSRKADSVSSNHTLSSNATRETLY
NOD1 NF-kB reporter = NOD1 signaling inhibitors, primary screen, cell-based, luminescence, uHTS (AID 1578). NOD1-driven NF-kB luciferase reporter cells, luminescence; higher % means a stronger effect. one-dose inhibition, % at 4 µM; EC50 in µM for titrated hits. hit rate 1% among 290,000; in the data active means inhibition mostly above about 36%, no sharp cut-off; inactive means mostly below about 34%;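 further: HEK-293T reporter cells stimulated with the NOD1 agonist gamma-tri-DAP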
KOR beta-arrestin-2 = KOR agonists, beta-arrestin recruitment, primary screen, cell-based, luminescence, uHTS (AID 1777) | KOR beta-arrestin recruitment, luminescence; higher % means a stronger effect | activation, % at 10 µM; hits with a dose series show EC50 in µM | hit rate 0.02% among 280,000; in the data active means activation above about 50%, passing the limit was not always enough; further: a part of the inactive calls stands beside numbers as strong as those of hits
Myeloid diff MLP = myeloid differentiation induction; ER-HoxA9 myeloid progenitors, lysozyme-GFP differentiation, flow cytometry; calls only at 10 µM; hit rate 1% among 360,000; AID 624256;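 active means normalized GFP-positive differentiation at or above the plate's own cutoff, the solvent-only control mean plus 3 SD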;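 further: cells exposed to compound for four days before flow analysis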
GPR55 LPI antagonism = inhibition of LPI-stimulated GPR55 beta-arrestin translocation – imaging, U2OS, beta-arrestin-GFP, LPI agonist, primary screen (AID 2013); U2OS GPR55 beta-arrestin-GFP translocation imaging, LPI antagonism; higher % means a stronger effect; inhibition, % at 10 µM, or IC50 in µM where a hit was titrated; hit rate 0.13% among 290,000;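 active means spots per cell inhibited over 60%, with over 100 cells counted and total cytoplasm intensity under 500,000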;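 further: U2OS cells stably carrying GPR55 and arrestin-GFP stimulated by 5 µM LPI near EC80; imaged beta-arrestin-GFP aggregate spots per cell after agonist stimulation; plate controls were LPI-stimulated DMSO wells for no effect and DMSO wells without LPI for full effect; some results filed as inactive read as strong as hits; confirmed hits need IC50 under 10 µM and bright autofluorescent wells are also inconclusive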
T cell modulator = T cell immune modulators affecting CD8 T cell-vesicle binding. 2C CD8+ T cell-vesicle binding, flow cytometry; stronger effect = lower value. calls only at 7 µM. hit rate 0.068% among 330,000;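 active means response, share of CD8 T cells binding vesicles, and their 90th percentile fluorescence all below set limits, cut at about 80% in these data, passing the limit was not always enough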
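Material: murine 2C transgenic CD8+ T lymphocytes / Also added: QL9-peptide-loaded Drosophila micro-vesicles bearing Ld, ICAM-1 and B7-1 / Schedule: binding step 1.5 h, 37 °C, antibody labelling 20 min, ice / Signal: flow cytometry, PE anti-B7-1 (FL2) versus Alexa647 anti-CD8 (FL8), PFA-fixed / Evaluation: percent CD8+ FL2 mean versus row control / Benchmarks: naked versus QL9-loaded vesicles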
T cell modulator vesicle-bound % = recorded beside T cell modulator, whose call it bears; double positive events, %; measured here: CD8+ vesicle-bound cell fraction;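 binding gate set so that unloaded-vesicle control wells show 10% double positive cells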
NTR1 agonist cell count 20 µM = second read-out of NTR1 agonist, no call of its own (marks repeat the call); cell count; measured here: cell count, cytotoxicity flag
Myeloid diff MLP GFP+ MAC1+ % = second read-out of Myeloid diff MLP, no call of its own (marks repeat the call); GFP+ MAC1+ double positive, %; measured here: differentiation confirmed by MAC1 staining
* marks the source's active call; other numbers are inactive results; i = inactive; nt = not tested or not shown; + = active, no number; [ ] = another dose, or the depositor's remark. Unless noted, no stated cut-off is given here; in the data, active means inhibition above about 50%; inactive means the rest.

Molecule,GPR55 beta-arrestin,NOD2 inhibition,KOR beta-arrestin-1,NTR1 agonist,NTR1 agonist cell count 20 µM,NOD1 NF-kB reporter,KOR beta-arrestin-2,Myeloid diff MLP,Myeloid diff MLP GFP+ MAC1+ %,GPR55 LPI antagonism,T cell modulator,T cell modulator vesicle-bound %
CCOC(=O)N1CCN(C(=O)CCSc2ccc(Cl)cc2)CC1,0.3%,-18%,-5%,0.2,79,-48%,-2.6%,i,1.3,14%,i,6
COc1ccc(OCc2nn3c(Cn4cnc5ccccc54)nnc3s2)cc1,0.2%,16%,1%,1.4,67,27%,-4.5%,i,7.0,13%,nt,nt
Cc1cc(C)c2cc3c(N)c(C(=O)Nc4c(C)[nH]c(=O)[nH]c4=O)sc3nc2c1,3.6%,0%,-9%,17,72,-9%,4.4%,+,4.5*,-9%,i,44
CCN1C(=O)C(CC(=O)Nc2ccc(OC)cc2)N(Cc2cccnc2)C1=S (configuration not stated),-0.1%,-7%,-21%,2.2,52,2%,5.5%,i,6.5,6%,i,43
Brc1cccc(OCCCN2CCCCCC2)c1,0.2%,-7%,-25%,-2.0,63,-36%,-5.5%,i,0.2,11%,i,59
CN(Cc1cn(C)c2ccccc12)C(=S)Nc1cc(F)cc(F)c1,-0.1%,2%,-8%,-0.3,72,-23%,3.7%,i,0.4,-4%,i,53
Cc1cccn2c(=O)c3cc(C(=O)N4CCCCC4)sc3nc12,-0.1%,-7%,-52%,-0.9,49,-42%,0.4%,i,1.4,-7%,i,28
Cc1cc(NC(=S)N(Cc2ccc(Br)cc2)Cc2ccc(C(=O)O)cc2)ccc1Cl,0.7%,23%,-11%,2.8,44,24%,3.7%,i,0.4,-3%,i,18
Cc1ccccc1OCC(=O)NNC(=O)CCN1C(=O)c2ccccc2C1=O,-0.4%,10%,4%,0.0,91,-6%,-2.1%,i,0.1,-7%,i,43
CC(=O)c1ccc(-n2c(-c3cc(-c4ccsc4)n[nH]3)n[nH]c2=S)cc1,0.5%,16%,-8%,-1.3,60,-29%,-3.6%,i,0.6,-1%,i,7
CCCCNC1C(CC)C(CCC)C(C#N)(C#N)C1(C#N)C#N (configuration not stated),-0.4%,11%,5%,2.2,43,31%,-1.9%,nt,nt,6%,i,17
Cc1c(NS(C)(=O)=O)cccc1-c1nc2cccnc2s1,-0.3%,-5%,30%,2.7,45,-2%,-2.5%,i,0.1,3%,i,54
CCSCCOC(=O)C1=C(C)NC(=O)NC1c1ccccc1 (configuration not stated),-0.1%,22%,5%,-1.4,96,-1%,4.8%,i,2.6,-1%,i,40
COC(=O)CC1=NN(c2nc3ccccc3s2)C(=O)/C1=C/N(C)C,0.9%,7%,27%,-1.8,62,-20%,-4.7%,i,0.6,11%,i,24
CCOC(=O)c1ccccc1NC(=O)c1ccccc1NS(C)(=O)=O,-0.1%,11%,-85%,0.5,49,18%,7.9%,i,1.1,-2%,i,8
COc1ccc(C)cc1NC(=O)CCS(=O)(=O)c1cc2c(cc1Cl)NC(=O)CO2,-0.3%,13%,1%,-0.1,57,-9%,-6.8%,i,2.8,-10%,i,14
O=C(Nc1ccccc1)c1nn(-c2cccc(C(F)(F)F)c2)ccc1=O,0.0%,-6%,-2%,0.1,31,-19%,-2.0%,i,0.3,10%,i,34
CCn1cc(CN2CCC(n3nccc3NC(=O)C3CCCC3)CC2)c(C)n1,-0.1%,7%,-37%,0.9,46,-36%,2.2%,i,0.6,4%,i,6
COC(=O)c1cc(C)cc(=O)o1,-0.1%,12%,-7%,0.5,42,-4%,0.4%,i,0.3,7%,i,30
CCOC(=O)c1nn(-c2ccc(Cl)cc2Cl)c(=N)c(C#N)c1C,0.0%,14%,-10%,-1.9,54,-11%,2.2%,nt,nt,17%,i,55
O=C(O)c1cc([N+](=O)[O-])c(NCc2cccnc2)c([N+](=O)[O-])c1,0.3%,29%,23%,0.1,31,-10%,-3.6%,i,0.1,13%,i,39
COc1ccc(OC)c(C2C(C#N)=C(N)Oc3cc(C)[nH]c(=O)c32)c1 (configuration not stated),-0.2%,15%,-32%,-1.0,56,-3%,4.1%,i,0.7,-15%,i,25
CC(C)C(C(=O)N1CCN(Cc2ccccc2)CC1)c1ccccc1 (configuration not stated),0.0%,-4%,-21%,-0.7,89,-5%,-2.1%,i,0.7,-6%,i,62
CC(/C=N/Nc1nc(N2CCCCC2)nc(N2CCCCC2)n1)=C\c1ccccc1,0.0%,-71%,10%,2.3,53,-36%,-2.4%,i,4.1,-4%,i,30
Cc1nn(C)c(Cl)c1CN1CCCC(C(=O)Nc2ccc(-c3cscn3)cc2)C1 (configuration not stated),-0.1%,12%,-11%,0.3,63,23%,5.1%,i,0.6,14%,i,41
Cc1ccc(NC(=O)CCCC(=O)OC(C)C(=O)c2ccccc2)cc1 (configuration not stated),0.0%,-9%,-6%,-0.3,59,-2%,-0.4%,i,2.7,8%,i,52
CCOc1cc(OCC)cc(C(=O)NC(=S)Nc2cccc(C(F)(F)F)c2)c1,-0.1%,9%,-14%,1.0,79,18%,5.7%,i,0.5,nt,i,48
COc1ccc(S(=O)(=O)Nc2ccc3oc(C)c(C(=O)O)c3c2)cc1,-0.1%,4%,1%,-0.3,62,-11%,-6.6%,i,1.7,2%,i,46
COC(=O)c1ccc(SC2CCCCC2)c([N+](=O)[O-])c1,-0.1%,5%,-5%,6.7,70,-8%,2.5%,i,0.7,9%,i,27
O=C(CSc1ncnc2c1sc1ccccc12)Nc1ccc(Br)cc1,-0.2%,23%,-56%,11,35,-44%,26%,i,1.3,12%,i,55
COc1ccc(/C(=N/OC(C)=O)c2nccc3cc(OC)c(OC)cc23)cc1OC,-0.1%,12%,4%,1.3,58,8%,0.2%,i,0.3,3%,i,32
O=S1(=O)N=C(N2CCN(Cc3ccc4c(c3)OCO4)CC2)c2ccccc21,-0.2%,-7%,18%,-0.1,49,-19%,-2.6%,i,5.6,-5%,i,11
CCN(c1ccccc1)S(=O)(=O)c1cc(C(=O)OC(C)C(=O)Nc2ccc3c(c2)OCCO3)ccc1C (configuration not stated),0.3%,1%,-19%[20 µM],1.2,54,-3%,-0.4%,i,0.4,6%,i,38
CCN(Cc1ccccc1)C(c1cc2ccc(C)cc2[nH]c1=O)c1nnnn1CCOC (configuration not stated),-0.1%,10%,-10%,-3.3,66,-10%,4.4%,i,0.8,17%,i,21
CC1=C(C(=O)OC(C)C)C(c2cccc([N+](=O)[O-])c2)n2c(cc(=O)[nH]c2=S)N1 (configuration not stated),-0.3%,14%,-25%,-0.6,68,28%,-1.9%,i,1.4,8%,i,56
CC(=O)NC1(c2cccc(F)c2)CCN(CC(=O)NC2CCCCC2)CC1,-0.1%,2%,-15%,-2.1,87,6%,19%,i,1.0,-2%,i,60
CCN(CCNCC(O)COCc1ccc(Cl)cc1)c1cccc(C)c1 (configuration not stated),0.0%,-11%,-5%,6.7,58,-42%,50%,i,0.2,26%,i,12
CS(=O)(=O)Cc1ccc(C(=O)N(CCc2ccccc2)Cc2ccccc2)cc1,0.0%,-10%,11%,1.6,61,-26%,0.0%,i,0.3,15%,i,19
COc1ccc(O)c(CN2CCN(CCc3ccccc3)C(CCO)C2)c1 (configuration not stated),0.5%,-8%,1%,-0.9,30,-3%,2.7%,i,0.0,5%,i,0
CC1Cn2c(nnc2-c2cc3ccccc3cc2O)S1 (configuration not stated),-0.2%,17%,-4%,0.7,57,6%,5.6%,i,3.4,0%,i,34
CC(NC(=O)Nc1ccc(Br)cc1)C(C)(C)C (configuration not stated),-0.1%,5%,-18%[20 µM],-1.1,87,-11%,-1.1%,i,0.3,-6%,i,62
CCCc1cc(=O)oc2cc(C)cc(OC(C)C(=O)NCc3cccnc3)c12 (configuration not stated),-0.2%,4%,-55%,-0.4,61,-27%,-5.1%,i,1.5,-2%,i,23
O=C(CC1S/C(=N/N=C/c2cccs2)NC1=O)Nc1ccc(Cl)cc1 (configuration not stated),0.0%,-2%,-15%,3.4,40,-12%,5.9%,i,1.4,4%,i,46
Cc1nc2ccc(C(=O)O)cc2nc1C,-0.3%,4%,2%,-1.2,45,-21%,9.8%,i,0.4,17%,i,48
COc1ccc(NC(=O)C(C)SCc2ccccc2)cc1OC (configuration not stated),0.1%,4%,22%,-1.2,71,-16%,2.3%,i,1.3,4%,i,47
COCCOc1nc2ccccc2nc1C,-0.4%,-5%,7%,-0.1,70,-35%,-5.1%,i,2.0,14%,i,30
CC(=O)N(CC1CCCO1)c1nnc(-c2cnccn2)s1 (configuration not stated),-0.3%,0%,1%,-0.6,84,-19%,1.4%,i,1.8,-4%,i,34
Cc1ccc(S(=O)(=O)N(C)CCCC(=O)N2CCOCC2)cc1,-0.2%,25%,8%,1.0,41,10%,-2.8%,i,1.2,9%,i,41
Cn1ccnc1SCC(=O)Nc1ccc2c(c1)OCCO2,-0.2%,-18%,14%,0.7,64,-31%,1.5%,i,0.9,1%,i,14
CCN(CC)S(=O)(=O)c1ccc(NC(=O)CSc2nnc(-c3cccc(OC)c3)n2C)cc1,-0.2%,-2%,-16%,3.0,65,2%,2.1%,i,8.8,-1%,i,28
COC(=O)c1cc(NC(=O)CC2NCCNC2=O)cc(C(=O)OC)c1 (configuration not stated),-0.1%,8%,-4%,-1.2,52,-5%,9.7%,i,16,30%,i,4
CC(=O)OC1COC(n2ccc3ccccc32)C(OC(C)=O)C1OC(C)=O (configuration not stated),0.7%,10%,16%,-0.8,87,-10%,1.4%,i,0.6,8%,i,18

Single values from the results shown:
NTR1 agonist cell count 20 µM result of CC(=O)N(CC1CCCO1)c1nnc(-c2cnccn2)s1 (configuration not stated) is entered as 84
KOR beta-arrestin-2 result of Cc1ccc(S(=O)(=O)N(C)CCCC(=O)N2CCOCC2)cc1 is entered as -2.8%

Compound activity as filed in PubChem BioAssay.

A portion of the library; the hit share may differ from the screen's.
